BB579 growth dn: growth inhibitors of yeast BB579 in restrictive medium, primary screen, yeast lifespan-shortening project, S. cerevisiae; inhibition, % at 10 µM; actives 0.51% (n = 140,000); OD615, 48 h; AID 804, 2007;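 active = inhibition above a set limit, 3 SD over the mean compound inhibition, cut at about 44% in these data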; note: inactives centre near -24
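controls = amphotericin B 10 µg/mL, positive | assay system = DeaD yeast strain BB579 | schedule = 48 h compound exposure at 30 °C after 4 h preincubation | detection = OD615 turbidity measurement | medium = restrictive CSMM-D medium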
E-sel TNF inh: E-selectin induction blockers in HUVEC – imaging, immunofluorescence, high content, primary screen. actives 0.71% (n = 120,000). HUVEC TNFa-induced E-selectin immunofluorescence. AID 1246, 2008. inhibition, % at 2 µM;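 active = inhibition above the batch mean plus 3 SD, and confirmed as a hit on visual image review, cut at about 43% in these data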;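 note: 0% = TNF-stimulated DMSO wells and 100% = unstimulated control wells; not every result past the cut was called active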
NPY-Y2 antag: NPY-Y2 receptor antagonists, primary screen, cell-based | AID 793, 2007 | NPY-Y2 expressing cells, antagonist mode | inhibition, % at 2.7 µM | actives 0.99% (n = 140,000); in the data active = inhibition above about 17%;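 note: 0% = vehicle with agonist challenge and 100% = reference antagonist with challenge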
Target sequence (P49146 whole entry, looked up): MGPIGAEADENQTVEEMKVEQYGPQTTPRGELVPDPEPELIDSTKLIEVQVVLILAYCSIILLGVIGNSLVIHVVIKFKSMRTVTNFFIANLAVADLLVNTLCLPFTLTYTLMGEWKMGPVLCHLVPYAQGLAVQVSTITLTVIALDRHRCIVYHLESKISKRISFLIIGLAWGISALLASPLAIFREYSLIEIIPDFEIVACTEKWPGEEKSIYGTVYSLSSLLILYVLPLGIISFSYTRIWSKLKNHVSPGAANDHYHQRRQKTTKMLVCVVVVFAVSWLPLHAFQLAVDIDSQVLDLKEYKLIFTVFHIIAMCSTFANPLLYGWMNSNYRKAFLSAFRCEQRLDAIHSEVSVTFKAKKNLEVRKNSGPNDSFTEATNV
Measles CPE: compounds protecting cells from measles virus cytopathic effect, primary screen, measles RdRp inhibitor project, single point, MLSMR library, absorbance. Measles virus-infected cells, CPE protection. protection (pct of control), % at 4 µM. actives 1.5% (n = 140,000); in the data active = protection mostly above about 24%, no sharp cut-off; inactive = mostly below about 26%; note: some compounds called inactive have numbers as strong as hits
bCat KO growth: primary screen for growth suppressors in beta-catenin knockout HCT116 cells (colon tumor, human). HCT116 beta-catenin knockout viability, CellTiter-Glo, 60 h; hits give low values. actives 1.5% (n = 140,000). viability, % at 10 µM;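 active = viability at or under a set limit, the compound median less 4 SD, cut at about 6% in these data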;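 note: 0% = Hyamine 1622 control at 20 µM and 100% = untreated cell control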
Yeast lifespan up: compounds extending yeast replicative lifespan, primary screen, S. cerevisiae, OD615; S. cerevisiae growth with nicotinamide; deaD strain in restrictive glucose medium; inhibition of the nicotinamide effect, % at 10 µM; actives 0.68% (n = 130,000); AID 775, 2007;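 active = inhibition above a set limit, placed 3 SD over the median of all compounds, cut at about 26% in these data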;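 note: 0% = nicotinamide-treated wells and 100% = cells grown without nicotinamide; some compounds called inactive have numbers as strong as hits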
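System: Modified budding yeast, DeaD strain | Buffer or medium: Restrictive glucose medium | Also added: 1.5 mM nicotinamide | Doses: 10 µM single point, 0.25% DMSO | Schedule: 48 h compound exposure at 30 °C, humidified | Detection: Absorbance at 615 nm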
MRP1 act: H69AR viability gain despite doxorubicin, primary screen, MRP-1 activator project, H69AR cells, CellTiter-Glo. actives 0.61% (n = 140,000). viability increase, % at 10 µM. AID 799, 2007. viability rescue;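 active = viability gain under doxorubicin at or above a set limit, the compound median plus 3 SD, cut at about 4.7% in these data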;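 note: MRP-1 overexpressing cells given doxorubicin 25 µM after compound pretreatment; 18-22 h compound pretreatment then 72 h with doxorubicin before readout; 0% = doxorubicin-only wells and 100% = vehicle-treated cells without doxorubicin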
Phagocyt inh: inhibitors of macrophage phagocytosis, primary screen, imaging, J774A.1 cells, IgG beads | actives 0.07% (n = 110,000) | AID 1029, 2008 | inhibition, % at 5 µM | J774A.1 macrophage IgG-bead phagocytosis;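 active = inhibition above the mean of the plate negative controls plus 5 SD, cut at about 13% in these data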;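 note: phagocytic index as fraction of beads internalized from green versus red external bead signal; plate controls were DMSO negative control for no effect and cytochalasin-D positive control for full effect; some results beyond the cut were filed as inactive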
HCT116 PTEN-null: growth suppression of PTEN-null HCT116, primary screen, cell-based, CellTiter-Glo; HCT116 PTEN-null viability, 60 h; hits give low values; viability, % at 10 µM; actives 1.2% (n = 140,000); AID 827, 2007;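 active = viability at or below a set limit, 4 SD under the median of all tested compounds, cut at about 3.7% in these data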;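 note: PTEN knockout HCT116 line with beta catenin targeted HCT116 as companion control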
GALR2 antag: GALR2 antagonists in receptor-expressing cells, primary screen | Galanin receptor type 2 (Homo sapiens), O43603 | antagonist mode | inhibition, % at 4 µM | actives 0.39% (n = 140,000) | AID 828, 2007; in the data active = inhibition above about 27%;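 note: cells stimulated with galanin 1-16 at roughly its EC80; 0% = agonist challenge control and 100% = basal control without agonist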
Target sequence (O43603 whole entry, looked up): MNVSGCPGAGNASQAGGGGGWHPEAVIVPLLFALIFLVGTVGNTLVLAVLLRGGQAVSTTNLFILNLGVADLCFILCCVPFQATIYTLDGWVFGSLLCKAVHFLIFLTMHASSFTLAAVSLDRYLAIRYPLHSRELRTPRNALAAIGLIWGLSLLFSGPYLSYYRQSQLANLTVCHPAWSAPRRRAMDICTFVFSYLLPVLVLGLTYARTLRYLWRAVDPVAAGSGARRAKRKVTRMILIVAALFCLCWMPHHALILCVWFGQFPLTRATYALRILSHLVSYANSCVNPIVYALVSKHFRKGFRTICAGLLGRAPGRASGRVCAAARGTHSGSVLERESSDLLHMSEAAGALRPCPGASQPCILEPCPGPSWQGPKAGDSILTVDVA
An asterisk follows results filed as active; x = not tested or not shown.

SMILES	BB579 growth dn	E-sel TNF inh	NPY-Y2 antag	Measles CPE	bCat KO growth	Yeast lifespan up	MRP1 act	Phagocyt inh	HCT116 PTEN-null	GALR2 antag
CCOC(=O)C(=O)Nc1nc(-c2ccccc2)c(-c2ccccc2)o1	-36	-2	4	11	93	3	-0.2	-3	94	-18
COC(=O)C(CCSC)NC(=O)CNS(=O)(=O)c1ccc(Br)cc1 (stereo unspecified)	-26	-22	1	4	94	-2	-2.5	x	96	0
O=C(Nc1ccc2c(c1)OCO2)N1CCOCC1	3	-40	4	7	93	-5	-3.0	6	96	3
CCOc1ccc2c(c1)cc(CN(C(=O)CC)C1CCCCC1)c1nnnn12	6	-2	5	20	93	-8	-1.0	-1	82	16
CCOC(=O)C1CCN(C(=O)C2CC(=O)N(c3ccc(C)cc3)C2)CC1 (stereo unspecified)	-35	1	8	4	89	-6	-1.2	-4	79	-2
CCCCc1ccc(-c2csc(/C(C#N)=C/c3ccco3)n2)cc1	-9	x	4	37	88	-3	1.7	-8	86	-18
Cc1ccc(-c2noc(C3CCCCC3)n2)cc1	-3	-3	0	8	99	-17	-1.6	-5	87	4
COc1ccc(-c2[nH]c(-c3ccc(C)cc3)nc2SCC(=O)NCc2ccco2)cc1OC	-22	-16	3	28	80	-9	-3.7	0	72	11
CC(NCC1(N2CCOCC2)CCCCC1)C(=O)N1CCc2ccccc21 (stereo unspecified)	7	x	2	11	96	-5	-2.5	-1	107	2
CCO/C(C)=C1\C(=O)N(CC)c2ccccc21	-1	17	1	7	109	-6	-2.1	0	94	-3
CC(=O)C1C(c2ccco2)c2c(noc2C)CC1(C)O (stereo unspecified)	-45	4	1	7	104	-2	-0.5	2	104	7
CC(C)c1ccc(NC2(C#N)C(=O)Nc3ccccc32)cc1 (stereo unspecified)	-28	-5	-2	22	86	-10	-3.1	x	87	6
CC(=O)Nc1ccc(NC(=O)Cn2c(CC(=O)N3CCCC3)nc3ccccc32)cc1	-7	10	2	21	101	-28	-1.2	0	93	5
Cc1c(Cl)cccc1NC(=O)COC(=O)CCc1nc2ccccc2n1-c1ccccc1	-29	16	6	19	102	-4	-1.3	-8	88	-4
CC(=O)NC(C)C(=O)OCC(=O)Nc1ccc(Br)cc1 (stereo unspecified)	-9	1	1	23	98	-10	-1.0	0	97	-25
CC(=O)NCCC(=O)NCc1ccc(F)cc1	-26	15	-2	25	92	-4	-1.0	0	90	-8
Cc1ccc(N(C(=O)Nc2ccccc2)C2=NCC(C)S2)cc1 (stereo unspecified)	-53	-9	1	12	96	-17	-1.5	0	100	12
Cc1cccc(NC(=O)CC2SC(=NC3CCCCC3)NC2=O)c1 (stereo unspecified)	-27	-29	2	14	92	0	1.6	-3	100	-9
CCC(C)(C)NC(=O)CN(CC1CCCO1)C(=O)CCC(=O)Nc1nccs1 (stereo unspecified)	-14	7	0	14	102	-12	-0.5	-4	106	0
CC(=O)N1C(c2ccccc2)CC(=O)OC1c1ccc2c(c1)OCO2 (stereo unspecified)	-18	-23	0	3	87	-4	-2.2	-1	93	8
O=C(Nc1nnc(CCc2ccccc2)s1)C1CCCO1 (stereo unspecified)	-24	-1	3	14	98	-14	-0.4	3	99	-11
COc1ccc2c(c1OC)C(=O)OC2Nc1ncccc1C (stereo unspecified)	-11	x	0	40	102	7	-1.9	x	99	2
Cc1nn(Cc2ccc(Cl)c(Cl)c2)c(C)c1NC(=O)c1cc(CC(C)C)on1	-16	39	1	4	59	-10	3.7	-1	55	13
CC(NC(=O)CCC1COc2ccccc2O1)c1ccccc1 (stereo unspecified)	-7	-3	6	10	98	-2	-2.0	x	96	-16
O=c1c(O)c(-c2cccs2)oc2ccccc12	8	-6	3	5	87	7	-3.6	0	90	29*

Brought forward from above: four entries, followed by the next part.
SMILES	BB579 growth dn	E-sel TNF inh	NPY-Y2 antag	Measles CPE	bCat KO growth	Yeast lifespan up	MRP1 act	Phagocyt inh	HCT116 PTEN-null	GALR2 antag
COc1ccc2c(c1OC)C(=O)OC2Nc1ncccc1C (stereo unspecified)	-11	x	0	40	102	7	-1.9	x	99	2
Cc1nn(Cc2ccc(Cl)c(Cl)c2)c(C)c1NC(=O)c1cc(CC(C)C)on1	-16	39	1	4	59	-10	3.7	-1	55	13
CC(NC(=O)CCC1COc2ccccc2O1)c1ccccc1 (stereo unspecified)	-7	-3	6	10	98	-2	-2.0	x	96	-16
O=c1c(O)c(-c2cccs2)oc2ccccc12	8	-6	3	5	87	7	-3.6	0	90	29*
COC(=O)c1ccc(-n2c(C)cc(C(=O)CSc3ccc(NC(C)=O)cc3)c2C)cc1	-3	x	6	10	94	-1	1.7	-3	92	1
CC(=O)N1CCc2cc(S(=O)(=O)CCC(=O)O)ccc21	-19	-26	1	8	94	-2	-0.4	0	99	-2
Cn1nnc(NCc2cc(Br)ccc2OCc2cccs2)n1	-35	-25	4	17	88	-17	-0.9	0	89	-11
CN(C)CCCOc1ccc(Cl)cc1Br	10	10	4	4	88	-6	-3.3	x	83	9
CCOC(=O)c1c(/N=C/c2cc(C)ccc2O)sc2c1CCN(C)C2	-51	x	4	10	95	5	-1.0	-5	100	-3
CCN(CC)CCN1C(=O)c2oc3ccccc3c(=O)c2C1c1ccc(C)cc1 (stereo unspecified)	-13	x	2	1	77	-12	-3.7	0	81	3
Cc1cccc(NC(=O)Cn2c(=O)n(Cc3ccccc3)c(=O)c3c(C)c(C)sc32)c1	-27	x	2	23	77	1	-1.4	-9	65	10
COc1cc(NC2=CC(=O)CC(C)(C)C2)cc(OC)c1	-10	-14	1	7	95	-8	-2.8	0	99	10
O=C(CNC(=O)c1ccc(Cl)cc1Cl)NCCCn1ccnc1	-6	-29	0	17	88	8	-2.3	-1	99	6
CCC(=O)NCCN1CCN(C(=O)CC)CC1	31	-2	0	2	94	-2	-1.4	1	92	-7
N#Cc1c(N2CCOCC2)nc(N2CCCCC2)c2c1CCN(C1CCCCC1)C2	-8	-1	9	5	84	-9	-2.5	1	91	-7
Cc1ccc(/C=C(\NC(=O)c2ccccc2)C(=O)OCc2ccccc2)cc1	-22	-6	7	26	88	-1	-0.3	x	86	7
Cn1c2c(c(=O)n(C)c1=O)C(c1cccc([N+](=O)[O-])c1)Nc1ccccc1O2 (stereo unspecified)	-48	18	6	2	93	-2	-1.9	-1	83	5
COC(=O)c1[nH]c2ccc(F)cc2c1NS(=O)(=O)c1ccc(OC)cc1	-60	13	5	0	16	7	-4.3	5	14	15
COc1cccc(C2/C(=C(\O)c3ccc(OC)c(OC)c3)C(=O)C(=O)N2c2cc(C)on2)c1 (stereo unspecified)	-22	x	3	22	123	-13	0.1	x	102	7
CCOC(=O)N1CCC(NC(=O)CS(=O)(=O)Cc2nc(-c3ccc(C)cc3)oc2C)CC1	-7	-26	1	5	76	-10	0.5	0	90	12
Cc1ccnc2nc(C(=O)NCc3cccs3)nn12	-28	-13	5	3	111	-10	-1.0	-1	95	-19
CSc1nsc(SCC(=O)Nc2ccc3c(c2)OCCO3)n1	-35	9	8	1	100	-10	-4.1	-3	105	1
C=CCNc1nc(NCCO)nc(N2CCCC2)n1	-60	-15	3	11	100	-15	-0.9	2	97	-13
Cc1ccc(N=CC=C2OC(C)(C)C(C)(C)O2)c(C)c1	-33	4	3	6	98	7	-0.5	0	106	4
COc1ccc(Cl)cc1N(CC(=O)NCC(C)C)S(=O)(=O)c1ccc(C)c([N+](=O)[O-])c1	-28	x	8	23	91	-3	0.1	-2	95	5
Cc1cc(C)cc(NC(=O)Cn2cc3c(n2)CCCCC3)c1	-11	-2	2	20	99	-10	0.3	x	96	-7
Cc1ccc(NC(=O)CSc2nnc(Cc3cccn3C)n2-c2ccc(F)cc2)c(C)c1	-10	-32	2	6	70	-4	-2.5	0	70	10
O=C(O)CCSCC(=O)c1ccc2c(c1)OCCO2	-63	11	8	5	100	-3	-0.2	0	102	6
CS(=O)(=O)N(CC(=O)NCc1ccccc1Cl)C1CCCCC1	-3	x	2	14	90	0	-2.0	-5	88	-2
Cc1sc2ncnc(Sc3nnc4sc5ccccc5n34)c2c1C	-29	19	1	6	58	5	-3.5	-4	60	6
CCc1ccc(NC(=O)CSc2nnc(-c3ccccn3)n2C)cc1	-27	x	3	19	114	-18	-3.0	-1	102	-29
CC(C)c1ccccc1NC(=O)COC(=O)CNC(=O)c1ccc(Br)cc1	-8	-9	1	19	89	-1	-0.7	-4	94	-8

Fetched by structure from the entries so far, two records:
SMILES	BB579 growth dn	E-sel TNF inh	NPY-Y2 antag	Measles CPE	bCat KO growth	Yeast lifespan up	MRP1 act	Phagocyt inh	HCT116 PTEN-null	GALR2 antag
Cc1ccc(N=CC=C2OC(C)(C)C(C)(C)O2)c(C)c1	-33	4	3	6	98	7	-0.5	0	106	4
CN(C)CCCOc1ccc(Cl)cc1Br	10	10	4	4	88	-6	-3.3	x	83	9

A different layout for part of the listing above:
| canonical_smiles | BB579 growth dn | E-sel TNF inh | NPY-Y2 antag | Measles CPE | bCat KO growth | Yeast lifespan up | MRP1 act | Phagocyt inh | HCT116 PTEN-null | GALR2 antag |
| --- | --- | --- | --- | --- | --- | --- | --- | --- | --- | --- |
| CSc1nsc(SCC(=O)Nc2ccc3c(c2)OCCO3)n1 | -35 | 9 | 8 | 1 | 100 | -10 | -4.1 | -3 | 105 | 1 |
| C=CCNc1nc(NCCO)nc(N2CCCC2)n1 | -60 | -15 | 3 | 11 | 100 | -15 | -0.9 | 2 | 97 | -13 |
| Cc1ccc(N=CC=C2OC(C)(C)C(C)(C)O2)c(C)c1 | -33 | 4 | 3 | 6 | 98 | 7 | -0.5 | 0 | 106 | 4 |
| COc1ccc(Cl)cc1N(CC(=O)NCC(C)C)S(=O)(=O)c1ccc(C)c([N+](=O)[O-])c1 | -28 | x | 8 | 23 | 91 | -3 | 0.1 | -2 | 95 | 5 |
| Cc1cc(C)cc(NC(=O)Cn2cc3c(n2)CCCCC3)c1 | -11 | -2 | 2 | 20 | 99 | -10 | 0.3 | x | 96 | -7 |

Screening data deposited in PubChem by several laboratories.

This is a random part of the collection (roughly 6.4% active in at least one column).
